Source: PubChem (several laboratories)
UBC9 SUMO inh: inhibitors of in vitro SUMOylation cascade, primary screen, biochemical, HTRF, uHTS | SUMO-conjugating enzyme UBC9 (Homo sapiens), P63279 | AID 2006, 2009 | 290,000 tested, 0.36% active | HTRF SUMOylation assay, SAE1/SAE2 + UBC9 | inhibition, % at 35 µM; in the data active = inhibition above about 50%, passing the limit was not always enough; note: strong numbers were not always called active
Target sequence (P63279 whole entry, looked up): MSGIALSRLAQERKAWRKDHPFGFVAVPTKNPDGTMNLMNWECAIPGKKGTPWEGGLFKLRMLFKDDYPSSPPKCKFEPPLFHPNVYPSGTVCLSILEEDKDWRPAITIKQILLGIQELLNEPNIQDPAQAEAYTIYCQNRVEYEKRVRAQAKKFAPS
FID counter: compounds displacing fluorescent DNA intercalator, primary screen, artefact control for HCV NS3 helicase inhibitor project, biochemical, FID fluorescence | DNA fluorescent intercalator displacement | 290,000 tested, 0.17% active | inhibition, % at 7.9 µM; in the data active = inhibition above about 37%;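 note: 0% = vehicle and 100% = reference compound; higher means more ethidium bromide displaced from hairpin DNA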
MEKK2 mut-MEK5: MEK5 binding signal on mutant MEKK2 PB1, primary screen, biochemical, multiplex bead flow cytometry, Alexa488-MEK5. Alexa488-MEK5 binding to MEKK2 mutant. percent response, % at 10 µM. 290,000 tested, 0.35% active. AID 1530, 2009; in the data active = percent response above about 24%, passing the limit was not always enough; note: inactives centre near 1; some results filed as inactive read as strong as hits; reference of the scale not given here
MEKK2 WT-MEK5: modulators of MEK5 binding to wildtype MEKK2, primary screen, biochemical, multiplex bead flow cytometry, Alexa488-MEK5; 290,000 tested, 1.1% active; binding response (% of control), % at 10 µM; AID 1531, 2009; Mitogen-activated protein kinase kinase kinase 2 (Homo sapiens), Q9Y2U5; Alexa488-MEK5 binding to MEKK2 WT; actives lie on both sides; in the data active = binding response below about 67% or above about 130%
MEKK3 PB1 HTS: modulators of MEKK3-MEK5 PB1 binding, primary screen, biochemical, wildtype MEKK3, multiplex bead flow cytometry, Alexa488-MEK5; Mitogen-activated protein kinase kinase kinase 3 (Homo sapiens), Q99759; bead-based flow cytometry, Alexa488-MEK5 binding to MEKK3; actives lie on both sides; 0 = blocked by unlabeled MEK5, 100 = vehicle; binding response (% of control), % at 10 µM; 290,000 tested, 1.4% active;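 active = binding response more than 3 SD above or below the average of its plate-row segment, actives on both sides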;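 note: Alexa488 bead fluorescence after subtracting the streptavidin-only scavenger bead signal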
Target sequence (Q99759 whole entry, looked up): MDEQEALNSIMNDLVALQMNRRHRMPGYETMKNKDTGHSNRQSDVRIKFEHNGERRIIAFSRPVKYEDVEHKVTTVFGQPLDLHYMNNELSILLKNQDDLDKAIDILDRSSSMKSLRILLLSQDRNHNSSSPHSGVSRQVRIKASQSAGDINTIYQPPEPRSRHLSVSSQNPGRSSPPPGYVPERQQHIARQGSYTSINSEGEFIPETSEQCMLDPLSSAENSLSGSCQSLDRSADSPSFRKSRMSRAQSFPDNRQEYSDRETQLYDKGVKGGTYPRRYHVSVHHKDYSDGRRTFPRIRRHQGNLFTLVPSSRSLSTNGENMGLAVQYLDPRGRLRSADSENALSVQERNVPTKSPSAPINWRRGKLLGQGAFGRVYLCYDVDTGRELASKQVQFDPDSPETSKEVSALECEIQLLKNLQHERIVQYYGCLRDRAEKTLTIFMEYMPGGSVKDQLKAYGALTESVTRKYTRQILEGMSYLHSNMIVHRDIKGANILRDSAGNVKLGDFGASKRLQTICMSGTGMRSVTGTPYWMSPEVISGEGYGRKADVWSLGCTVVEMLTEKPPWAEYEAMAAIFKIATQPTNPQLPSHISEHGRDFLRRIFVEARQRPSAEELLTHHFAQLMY
NS3 helicase inh: inhibitors of HCV NS3 helicase, primary screen, biochemical, Cy5 molecular beacon fluorescence | NS3 helicase DNA unwinding | inhibition, % at 10.9 µM | Hepatitis C virus NS3 helicase | 290,000 tested, 0.56% active | AID 1800, 2009;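 active = inhibition above the mean of all tested compounds plus 3 SD, set per campaign, cut at about 35% in these data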;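 note: 0% = DMSO wells and 100% = thioflavine S control wells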
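Assay system – hepatitis C virus NS3 helicase domain fragment enzyme · Buffer or medium – MOPS pH 6.5, MgCl2, DTT, Tween20, BSA · Reagent – Cy5/quencher beacon DNA duplex and ATP to start · Compound – single 10.9 µM dose · Timing – 1 h at 25 °C · Technique – Cy5 beacon fluorescence read at start and 1 h · Measure – % inhibition of unwinding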
GalR3 antagonist: GalR3 antagonists in HEK293 cells, primary screen, cell-based, fluorescence readout. AID 651719, 2012. 360,000 tested, 0.44% active. Galanin receptor type 3 (Homo sapiens), O60755. inhibition, % at 3 µM. HEK293 GalR3-CNG cAMP membrane potential fluorescence; galR3 body fused to GalR1 C-terminus;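 active = inhibition above the screen-wide average plus 3 SD, cut at about 13% in these data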;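 note: forskolin and galanin both at EC90 stimulate the cells; cAMP rise reported by CNG channel membrane potential dye signal; 0% = forskolin plus galanin with DMSO and 100% = forskolin alone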
Target sequence (O60755 1-299 limits assumed): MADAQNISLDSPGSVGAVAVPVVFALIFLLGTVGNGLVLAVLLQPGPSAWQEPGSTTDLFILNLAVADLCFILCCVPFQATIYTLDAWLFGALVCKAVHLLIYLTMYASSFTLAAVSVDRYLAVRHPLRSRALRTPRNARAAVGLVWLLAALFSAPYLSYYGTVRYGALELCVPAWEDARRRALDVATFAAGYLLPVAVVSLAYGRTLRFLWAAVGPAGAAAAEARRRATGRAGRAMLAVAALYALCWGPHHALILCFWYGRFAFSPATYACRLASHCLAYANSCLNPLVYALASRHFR
CRFBP-R2 agonist: agonists of CRF-BP/CRF-R2 complex, primary screen, cell-based, HEK293, calcium dye fluorescence, uHTS. CRF-binding protein / CRF receptor 2 complex (human). calcium dye fluorescence (FLIPR); percent of saturating CRF peptide response. activation, % at 13.2 µM. 350,000 tested, 0.46% active. AID 588473, 2011;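 active = activation of at least 50%, plus an integration ratio under a set limit after plate pattern correction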;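 note: plate controls were neutral control wells without compound for no effect and CRF at EC100 for full effect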
CRFBP-R2 block: antagonists of CRF-BP/CRF-R2 complex, primary screen, cell-based, HEK293, calcium dye fluorescence, uHTS; CRF-induced calcium fluorescence; inhibition, % at 11.8 µM; 350,000 tested, 0.59% active;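 active = inhibition of the ligand-induced calcium signal above about 50% at the single tested concentration, limit read from the data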
Starred values were filed as active, the others as inactive; x = no result given; [ ] = another dose, or the depositor's remark. The list is partial, so the mix of outcomes need not match the whole.

SMILES	UBC9 SUMO inh	FID counter	MEKK2 mut-MEK5	MEKK2 WT-MEK5	MEKK3 PB1 HTS	NS3 helicase inh	GalR3 antagonist	CRFBP-R2 agonist	CRFBP-R2 block
COc1ccc(N2CC(C(=O)NCCc3ccc(Cl)cc3)CC2=O)cc1 (stereo unspecified)	6	-23	1	96	101	-5	-6	-0.1	-1
Cc1ccc(NC(=O)NCCN2CCCCC2)cc1C	3	-11	5	105	100	7	-3	1.4	-4
Cc1occc1C(=O)NCc1cccs1	2	-8	10	106	99	6	-3	-0.3	-2
CCOc1ccc(CCNC(=O)c2ccc(CS(=O)Cc3ccc(Cl)cc3)o2)cc1OCC (stereo unspecified)	0	-63	0	99	95	-14	0	-0.8	26
CC1(c2nnc(Cc3ccccc3)o2)CC(c2ccc(Br)cc2)=NO1 (stereo unspecified)	x	x	0	100	100	x	-5	-0.2	3
O=S(=O)(c1ccc(N2CCN(S(=O)(=O)c3ccccc3)CC2)nc1)N1CCCC1	2	0	x	x	x	-7	3	3.7	6
COc1cc(NS(=O)(=O)c2ccc(NC(=S)NC(=O)c3ccc(Br)cc3)cc2)ncn1	x	-44	-1	95	100	-2	-6	-0.8	17
CN(Cc1ccccc1NS(=O)(=O)c1ccc(Cl)cc1)C1CCCCC1	-12	11	-1	97	92	-13	-6	-1.5	-6
CSc1cccc(NC(=O)CNC(=O)C2CCCCC2)c1	5	-13	3	100	98	1	1	0.5	4
COc1ccccc1N1C(=O)C2ON(c3ccccc3)C(c3ccc(N(C)C)cc3)C2C1=O (stereo unspecified)	-27	-22	7	104	103	-1	x	x	x
CCOC(=O)CSc1nnc(NCC(=O)OC(C)C)c(=O)[nH]1	3	-2	5	108	108	1	2	0.2	16
COc1ccc(N2C(=O)C(C)(C)C2c2c(O)ccc3ccccc23)cc1 (stereo unspecified)	-21	-38	-1	97	100	-4	-15	0.0	9
O=C(COc1ccc(F)cc1)N1c2ccccc2CCc2ccccc21	-9	-30	3	104	98	-3	-7	-1.0	-16
CCOC(=O)c1c(NC(=O)COc2ncnc3sccc23)sc2c1CCC2	16	-3	-4	96	95	-6	0	0.6	3
O=C1N=c2ccccc2=C1c1sc(NS(=O)(=O)c2ccccc2)nc1O	4	-12	-5	96	99	25	-2	-1.4	-5
O=C1[C@@H]2CSCN2C(=O)CN1Cc1ccc(F)cc1	16	-1	-16	88	90	2	-2	-0.1	6
O=C(Nc1c(O)c2ccccc2[nH]c1=O)c1ccco1	6	7	3	92	85	-5	-8	-0.7	11
CC1C(=O)N(c2ccc(S(=O)(=O)N(C)C)cc2)C1(/C=C/c1ccccc1)C(=O)NC1CCCC1 (stereo unspecified)	-24	-5	-4	96	96	-3	0	-1.0	1
CCN(C(=O)CCS(=O)(=O)c1cccc2nonc12)c1ccc(F)cc1	-6	-6	2	99	100	2	-4	-0.7	5
O=c1cc(-c2ccc(F)cc2)oc2ccccc12	x	-11	2	2.0*[inhibitor]	2.0*[inhibitor]	8	-1	-1.2	99*

Shown with two lines to a compound: 5 of the compounds above.
Values in the order: UBC9 SUMO inh	FID counter	MEKK2 mut-MEK5	MEKK2 WT-MEK5	MEKK3 PB1 HTS	NS3 helicase inh	GalR3 antagonist	CRFBP-R2 agonist	CRFBP-R2 block
O=S(=O)(c1ccc(N2CCN(S(=O)(=O)c3ccccc3)CC2)nc1)N1CCCC1
 : 2	0	x	x	x	-7	3	3.7	6
COc1cc(NS(=O)(=O)c2ccc(NC(=S)NC(=O)c3ccc(Br)cc3)cc2)ncn1
 : x	-44	-1	95	100	-2	-6	-0.8	17
CN(Cc1ccccc1NS(=O)(=O)c1ccc(Cl)cc1)C1CCCCC1
 : -12	11	-1	97	92	-13	-6	-1.5	-6
CSc1cccc(NC(=O)CNC(=O)C2CCCCC2)c1
 : 5	-13	3	100	98	1	1	0.5	4
COc1ccccc1N1C(=O)C2ON(c3ccccc3)C(c3ccc(N(C)C)cc3)C2C1=O (stereo unspecified)
 : -27	-22	7	104	103	-1	x	x	x

Next part
SMILES	UBC9 SUMO inh	FID counter	MEKK2 mut-MEK5	MEKK2 WT-MEK5	MEKK3 PB1 HTS	NS3 helicase inh	GalR3 antagonist	CRFBP-R2 agonist	CRFBP-R2 block
c1ccc2c(c1)oc1c(Nc3ccc4c(c3)OCCO4)ncnc12	1	-13	-18	76	68	-7	-6	0.2	-22
CCCC(c1nnnn1CCc1ccccc1)N1CCC(C(N)=O)CC1 (stereo unspecified)	12	-10	-5	95	95	6	-4	-2.2	6
O=C(OC(C(=O)NC1CCCCC1)c1ccccc1F)c1ccco1 (stereo unspecified)	-5	-24	-4	103	101	13	-6	-0.2	-7
Cc1ccc(C(=O)O)cc1NC(=O)c1cccs1	3	1	23	122	121	-12	1	-0.1	5
CN1CCN(c2oc(-c3ccccc3)nc2S(=O)(=O)c2ccc(Br)cc2)CC1	-10	14	9	118	108	-82	x	0.5	-78
COC(CNC(=O)C1CC(=O)N(CCc2ccc(C)cc2)C1)OC (stereo unspecified)	-2	-7	10	106	108	-3	-10	-3.0	19
CCn1nc(C(=O)NNC(=O)CCOc2cc(C)ccc2C)c2ccccc2c1=O	0	-24	3	99	98	7	-4	-0.8	0
Cc1ccc(Oc2ncccc2/C=N/OCc2ccc(Cl)c(Cl)c2)cc1	-14	-3	3	107	105	-4	1	2.4	-8
CNC(=O)C(C#N)(Cc1cc(C(C)=O)ccc1OC)Cc1cc(C(C)=O)ccc1OC	10	-35	5	104	102	-9	-1	-1.1	4
CN(C)c1ccc(-c2nc3ccccn3c2/N=C/c2ccc(Br)cc2)cc1	21	-4	1	103	95	-3	-3	-3.6	-13
CCOC(=O)c1cnc2cc(-c3ccc(Cl)cc3)nn2c1N	-4	0	1	98	99	3	-7	0.8	-10
O=C(CN(Cc1ccccc1F)C(=O)c1csnn1)NCc1ccc2c(c1)OCO2	-6	-27	13	106	106	6	-8	-0.2	1
S=C(NNC(=S)NC1CC2CCC1C2)NC1CC2C=CC1C2 (stereo unspecified)	-77	-24	2	94	100	5	-4	1.3	-33
CCCn1c(SCC(=O)c2cc(OC)ccc2OC)nnc1C(C)C	6	-16	2	103	100	2	-1	0.1	3
Cc1cc(=O)oc2c(C)c(OCC(=O)c3ccccc3)ccc12	3	-6	3	102	101	2	-7	0.6	0
Cc1cc(=O)oc2cc(Nc3ccccc3)ccc12	-5	-4	1	101	101	-5	3	-0.6	5
C/C(=N/Nc1ccccc1[N+](=O)[O-])c1ccc(C)c([N+](=O)[O-])c1	10	-4	0	101	99	2	-12	0.8	0
O=C1C(c2ccc(F)cc2)N(Cc2ccc3c(c2)OCO3)C(=O)CN1C1CCCCC1 (stereo unspecified)	23	-8	1	96	96	-4	-6	-2.2	-3
CCC(C)NC(=S)NNC(=O)c1ccncc1 (stereo unspecified)	0	-9	-3	107	109	4	-1	1.2	4
CC(=O)Oc1ccc(CCC(C)OC(C)=O)cc1 (stereo unspecified)	4	2	-5	93	88	3	-9	-0.8	9
CCOC(=O)CC(=O)CSc1n[nH]c(=O)[nH]c1=O	12	-4	2	96	100	-5	0	-1.3	-1
COc1cc(N/C(=N/S(=O)(=O)c2ccccc2)c2ccccc2)ncn1	12	0	1	101	103	-2	-2	-1.0	-3
Cc1nc(-c2ccc(NC(=O)c3ccc(Br)o3)cc2)cs1	10	-19	12	110	104	0	-12	20	-9
CCCc1cc(C(=O)N(C2CCCCC2)C2CCCCC2)no1	-12	-9	5	101	105	-2	x	8.0	-81
O=C(CSc1ncn[nH]1)NCCc1ccc(Cl)cc1Cl	7	-6	1	100	102	-6	-9	-0.1	3
CCOC(=O)N1CCN(CCC(=O)Nc2ccc(OC)cc2OC)CC1	5	-4	3	97	98	9	-2	-0.6	4
CCOc1ccccc1C(=O)N/N=C/c1c[nH]c2ccccc12	23	-12	-3	90	89	4	-8	-2.2	9
COc1ccc(CNCC(=O)Nc2ccccc2-n2cccc2)cc1	14	8	1	99	106	-5	-10	1.3	2
Cc1cc(C)c(NC(=O)CN2C(=O)CC(C)S(=O)(=O)c3ccccc32)c(C)c1 (stereo unspecified)	3	-26	0	105	103	-5	-6	-0.5	-6
C=CCn1c(SCC(=O)Nc2ccc(N3CCOCC3)cc2)nnc1-c1ccncc1	-12	-25	-2	95	103	10	-8	0.1	-2
COC(=O)c1cn(C(=O)c2cccs2)c2ccccc12	-6	0	2	102	95	2	1	-1.3	-9
C=C(C)[C@@H]1CC[C@]2(C(=O)O)CC[C@]3(C)C(CCC4[C@@]5(C)CC[C@H](O)C(C)(C)C5CC[C@]43C)C12 (stereo partly specified)	27	-11	2	93	101	14	1	2.3	-13
Fc1ccccc1-c1nc(-c2ccc(Br)o2)no1	1	-5	11	107	106	-5	-11	-8.1	5
S=c1[nH]nc(-c2ccccc2)n1/N=C/c1c[nH]c2ccccc12	11	-7	8	94	101	-8	-11	-2.5	6
Cc1cc(C)n(C(=O)c2ccccc2[N+](=O)[O-])n1	10	6	6	102	103	11	-2	-2.2	6
CNC(=O)CN1C(=O)c2ccccc2S1(=O)=O	8	-1	3	105	103	7	3	0.0	-5
Cc1cccc(NC(=S)N2N=CCC2c2ccccc2)c1 (stereo unspecified)	-7	-5	-3	103	103	-3	-6	0.6	-2
CCOC(=O)N1CCN(c2c(N3CCC(N4CCCCC4)CC3)c(=O)c2=O)CC1	1	-4	1	106	104	-8	-1	1.6	-7
CCOC(=O)c1nnn(-c2nonc2N)c1CS(=O)(=O)c1ccccc1	10	-8	-4	91	96	5	-5	-0.6	11
CSC[C@H](NC(=O)COc1cc2c(c3oc(=O)cc(C)c13)CCC(C)(C)O2)C(=O)O	38	-26	3	98	96	-1	-2	-4.7	1
CS(=O)(=O)c1ccccc1C(=O)Nc1ccc2sccc2c1	3	-3	-1	101	99	4	1	-1.0	-4
Cc1ccc(-c2[nH]c3ccccc3c2SCCN)cc1	10	3	26	134	105	-68	-12	-1.4	-18
COC(=O)c1cn(NC(=O)Cc2cccc(C(F)(F)F)c2)c(=O)c2ccccc12	-1	-1	-15	88	89	3	-3	-1.2	-10
CC1Cc2nc(SCC(=O)Nc3nccs3)n(C)c(=O)c2S1 (stereo unspecified)	-5	-3	10	111	109	11	-2	-1.8	5
CCn1c(SCC(=O)N2CCN(c3ccccc3F)CC2)nnc1-c1ccoc1C	24	-30	-6	99	95	3	-1	-0.3	5
CCOC(=O)Cn1c(=NC(=O)c2ccc([N+](=O)[O-])s2)sc2ccccc21	4	1	-3	100	99	8	-2	28	-30
CN(C)CCCNS(=O)(=O)c1cc(Cl)ccc1Cl	15	4	2	100	96	-2	-2	-0.5	6
Cc1ccc(C)c(Cn2c(=O)n(C)c(=O)c3sccc32)c1	12	-6	4	109	108	0	-2	-0.3	7
CCOc1ncccc1C(=O)NCCN1C(=O)S/C(=C/c2cccs2)C1=O	-8	-1	2	100	106	-2	-3	-0.5	14
